Bioassay records (PubChem)
PHOSPHO1 block – PubChem AID 1565; Phosphoethanolamine/phosphocholine phosphatase (Homo sapiens), Q8TCT1; recombinant PHOSPHO1, absorbance phosphatase assay; inhibition, % at 13.3 µM; actives 1.1% (n = 290,000); in the data active = inhibition above about 60%
Target sequence (Q8TCT1 whole entry, looked up): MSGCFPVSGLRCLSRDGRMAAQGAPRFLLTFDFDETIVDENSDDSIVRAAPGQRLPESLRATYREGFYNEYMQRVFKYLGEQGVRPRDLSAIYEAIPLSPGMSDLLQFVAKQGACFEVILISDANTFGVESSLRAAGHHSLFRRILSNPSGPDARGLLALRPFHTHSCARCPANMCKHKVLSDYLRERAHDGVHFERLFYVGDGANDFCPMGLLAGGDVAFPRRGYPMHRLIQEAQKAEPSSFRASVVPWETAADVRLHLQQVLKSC
MEKK2 mut-MEK5 – MEK5 binding signal on mutant MEKK2 PB1, primary screen, biochemical, multiplex bead flow cytometry, Alexa488-MEK5; Alexa488-MEK5 binding to MEKK2 mutant; percent response, % at 10 µM; actives 0.35% (n = 290,000); in the data active = percent response above about 24%, passing the limit was not always enough; note: inactives centre near 1; some results filed as inactive read as strong as hits; reference of the scale not given here
OXTR agonist – human OXTR agonists, primary screen, fluorescence, CHO-OTR cells, Fluo-8 calcium. Oxytocin receptor (Homo sapiens), P30559. Fluo-8 calcium fluorescence; normalized: DMSO 0%, oxytocin 100%. activation, % at 3 µM. actives 0.32% (n = 320,000). AID 2435, 2010;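 active = activation above the mean of all tested compounds plus 3 SD, cutoff set per screening run, cut at about 20% in these data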;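 note: peak over basal fluorescence ratio from a 100 s FLIPR kinetic read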
Target sequence (P30559 whole entry, looked up): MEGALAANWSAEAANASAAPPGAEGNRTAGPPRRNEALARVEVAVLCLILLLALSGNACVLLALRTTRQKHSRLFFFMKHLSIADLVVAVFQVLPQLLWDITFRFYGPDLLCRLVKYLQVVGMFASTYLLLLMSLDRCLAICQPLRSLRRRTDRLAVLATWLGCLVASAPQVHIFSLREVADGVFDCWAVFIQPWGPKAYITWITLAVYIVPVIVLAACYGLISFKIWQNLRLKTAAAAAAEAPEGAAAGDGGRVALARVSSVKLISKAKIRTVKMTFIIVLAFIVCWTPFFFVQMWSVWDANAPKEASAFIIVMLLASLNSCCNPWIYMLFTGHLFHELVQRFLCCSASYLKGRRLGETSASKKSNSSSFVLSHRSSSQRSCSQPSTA
MEKK3 PB1 HTS – modulators of MEKK3-MEK5 PB1 binding, primary screen, biochemical, wildtype MEKK3, multiplex bead flow cytometry, Alexa488-MEK5 | Mitogen-activated protein kinase kinase kinase 3 (Homo sapiens), Q99759 | bead-based flow cytometry, Alexa488-MEK5 binding to MEKK3; actives lie on both sides; 0 = blocked by unlabeled MEK5, 100 = vehicle | binding response (% of control), % at 10 µM | actives 1.4% (n = 290,000) | AID 1529, 2009;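 active = binding response more than 3 SD above or below the average of its plate-row segment, actives on both sides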;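 note: Alexa488 bead fluorescence after subtracting the streptavidin-only scavenger bead signal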
NALP1 yeast inh – NALP1 inflammasome inhibitors in reconstituted yeast, colorimetric, S. cerevisiae, triplicate retest; S. cerevisiae NALP1/ASC/caspase-1 growth, X-gal OD620, 72 h; inhibition, % at 10 µM; actives 0.61% (n = 280,000); AID 2071, 2009; in the data active = inhibition mostly above about 24%, no sharp cut-off; inactive = mostly below about 32%; note: some compounds called inactive have numbers as strong as hits
MEKK2wt PB1 HTS – modulators of MEK5 binding to wildtype MEKK2, primary screen, biochemical, multiplex bead flow cytometry, Alexa488-MEK5; Mitogen-activated protein kinase kinase kinase 2 (Homo sapiens), Q9Y2U5; Alexa488-MEK5 binding to MEKK2 WT; actives lie on both sides; binding response (% of control), % at 10 µM; actives 1.1% (n = 290,000); AID 1531, 2009; in the data active = binding response below about 67% or above about 130%
V1R ag counter – agonists of human V1a receptor, primary screen, counter-screen for OXTR agonist project, fluorescence, CHO-V1R cells; actives 0.25% (n = 320,000); Vasopressin V1a receptor (Homo sapiens), P37288; activation, % at 3 µM; Fluo-8 calcium fluorescence, agonist mode; 0% DMSO, 100% 3 nM vasopressin;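 active = activation above the mean activation of all tested compounds plus 3 SD, per screening run, cut at about 20% in these data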;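 note: signal is peak over basal fluorescence ratio across a 100 second FLIPR read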
Target sequence (P37288 whole entry, looked up): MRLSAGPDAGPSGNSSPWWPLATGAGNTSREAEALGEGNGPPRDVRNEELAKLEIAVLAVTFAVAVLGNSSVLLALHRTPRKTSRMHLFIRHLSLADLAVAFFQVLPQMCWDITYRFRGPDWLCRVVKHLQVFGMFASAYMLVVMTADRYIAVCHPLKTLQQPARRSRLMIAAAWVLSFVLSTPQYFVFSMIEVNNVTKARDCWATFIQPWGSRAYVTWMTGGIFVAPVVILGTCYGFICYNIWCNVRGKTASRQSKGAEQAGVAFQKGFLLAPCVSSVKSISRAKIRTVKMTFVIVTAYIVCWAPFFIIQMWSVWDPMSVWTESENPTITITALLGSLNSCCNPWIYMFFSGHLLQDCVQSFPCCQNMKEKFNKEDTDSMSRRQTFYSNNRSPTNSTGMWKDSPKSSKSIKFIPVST
GPR7 antag – GPR7 receptor antagonists, primary screen, cell-based, fluorescence, single concentration | actives 1.1% (n = 290,000) | inhibition, % at 4.4 µM | GPR7-expressing cells, fluorescence antagonist assay | AID 1861, 2009; in the data active = inhibition above about 16%, passing the limit was not always enough;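 note: cells stimulated with the agonist NPW; 0% = agonist with vehicle and 100% = vehicle without agonist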
GalR3 antagonist – GalR3 antagonists in HEK293 cells, primary screen, cell-based, fluorescence readout. HEK293 GalR3-CNG cAMP membrane potential fluorescence; galR3 body fused to GalR1 C-terminus. inhibition, % at 3 µM. actives 0.44% (n = 360,000). AID 651719, 2012;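 active = inhibition above the screen-wide average plus 3 SD, cut at about 13% in these data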;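 note: forskolin and galanin both at EC90 stimulate the cells; cAMP rise reported by CNG channel membrane potential dye signal; 0% = forskolin plus galanin with DMSO and 100% = forskolin alone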
The depositor's hits bear a star; / = no result given; [ ] = remark or other dose. No enrichment for hits. About 5.4% of those tested had a hit in this group.

Screens in order: PHOSPHO1 block	MEKK2 mut-MEK5	OXTR agonist	MEKK3 PB1 HTS	NALP1 yeast inh	MEKK2wt PB1 HTS	V1R ag counter	GPR7 antag	GalR3 antagonist
CC(C)c1nc(C(N)=O)c2[nH]c(=O)n(-c3ccc(F)cc3)c2n1
  -47	-1	-0.9	103	16	107	-0.7	-7	0
O=C(C/C=N\O)Nc1ccc(Oc2ccccc2)cc1
  12	3	1.7	102	-10	102	0.9	-6	-3
COCCOc1ccc(C(F)(F)F)cc1NC(=O)c1ccc(C)cc1
  13	6	-2.4	93	24	101	0.4	-12	-8
CS(=O)(=O)N(CC(=O)NCc1ccncc1)Cc1ccc(Cl)cc1
  21	1	/	98	-4	97	/	-7	-3
O=C(CN1C(=O)NC2(CCCC2)C1=O)Nc1cc(S(=O)(=O)N2CCOCC2)ccc1OCC(F)(F)F
  29	3	0.7	100	15	100	-0.6	-16	-4
COC(=O)CN1C(c2ccccc2)=Nc2ccc(Cl)cc2C1c1ccccc1 (configuration not stated)
  -5	-2	-2.3	101	-3	97	-1.7	28*	-3
CCC1(c2ccc(F)cc2)NC(=O)N(CC(=O)N2CCOCC2)C1=O (configuration not stated)
  -12	10	0.8	106	2	102	0.4	-12	-3
CCOc1cc(/C=C(/C#N)c2ccc(F)cc2)ccc1OCc1ccc(C(=O)O)o1
  1	11	-1.1	110	/	108	0.3	0	-5
CCOC(=O)C(C(=O)OCC)C(C(=O)OCC)N1CCOCC1 (configuration not stated)
  17	-4	0.6	98	101*	95	0.4	-6	0
CC1(C)Cc2c(oc3ncn4ncnc4c23)CO1
  13	-4	1.6	98	-12	97	2.1	3	2
CCN(CC)S(=O)(=O)c1ccc2c(c1)c(=O)c(C(=O)NCCc1ccccc1)cn2C
  16	-1	-0.7	95	22	99	-0.8	-2	-6
Cc1cc(/C=C(/C#N)C(=O)Nc2ccc(Cl)cc2)c(C)n1-c1cccnc1
  5	-1	6.2	97	8	104	5.0	-10	-10
CCOc1ccc(C(C(=O)NC2CCCC2)N(CCCO)C(=O)c2ccc(-c3ccccc3)[nH]2)cc1 (configuration not stated)
  16	-2	-2.8	96	-4	94	-1.4	-8	-7
CCC(C)(C(=O)NC1CCCCC1)N(C)C(=O)c1ccccn1 (configuration not stated)
  -12	-2	0.1	94	-19	96	-0.9	-8	0
COc1ccc(S(=O)(=O)N(C)CC(=O)Nc2ccc3c(c2)OCO3)cc1OC
  -3	12	-1.9	100	3	99	0.4	-8	-5
CCc1ccc(C(=O)COC(=O)C(CCSC)NC(=O)C23CC4CC(CC(C4)C2)C3)cc1 (configuration not stated)
  3	-1	-0.6	76	23	95	1.0	-1	-2
CCCCNC(=O)[C@H]1N2C(=O)c3c(ccc(OC)c3OC)C2SC1(C)C (some centres not stated)
  36	-1	-1.0	101	-1	97	-0.5	9	3
Cc1ccc(CNC(=O)CSCc2ccc(F)cc2)cc1
  -1	6	-2.6	106	7	103	-0.6	-3	-3
CSc1nc2ccc(N3C(=O)C4CCCCC4C3=O)cc2s1 (configuration not stated)
  58	2	-0.5	103	2	104	-0.1	0	-4
Cc1ccc(N2CC(C(=O)OCC(=O)c3ccc([N+](=O)[O-])cc3)CC2=O)cc1 (configuration not stated)
  45	-4	1.8	101	8	96	1.8	-10	-8
COC(=O)C1(CCSC)NC(c2ccccc2F)C2C(=O)N(c3ccc4c(c3)OCCO4)C(=O)C21 (configuration not stated)
  28	-2	0.7	102	4	96	2.4	-7	5
O=C(CN1CCN(Cc2ccc3c(c2)OCO3)CC1)Nc1ccc2c(c1)OCCO2
  -23	3	/	101	1	103	/	2	-1
O=c1cc(-c2cc3ccccc3o2)c2cc(O)ccc2o1
  11	0	0.3	104	25	100	1.3	-5	/
CCc1nnc(NC(=O)CCC(=O)N2CCN(S(=O)(=O)c3cc(Cl)ccc3OC)CC2)s1
  70*	4	0.6	98	-12	100	0.1	-4	-1
Cn1c(=O)c2c(ncn2Cc2cccc(Cl)c2)n(C)c1=O
  15	-5	7.2	90	12	93	5.1	4	-2
O=C(NC1CCCC1)C1CC(c2ccc(F)cc2)=NO1 (configuration not stated)
  -92	9	0.3	107	8	108	0.4	0	-7
COc1cc(CCC(=O)OCC(=O)Nc2c(C)cccc2C(C)C)cc(OC)c1OC
  13	8	1.9	97	9	109	4.5	-1	-1
Cc1cc(O)c(C)c(O)c1/C=N/NC(=O)c1cccnc1
  50	9	0.4	104	-16	104	1.4	-11	-11
COCCCNC(=O)Cn1cc(/C=C(\C#N)C(=O)N2CCN(c3ccccc3)CC2)c2ccccc21
  0	-1	0.1	99	1	98	0.1	-1	-7
O=C1/C(=N\S(=O)(=O)c2cccs2)C([n+]2ccc(CCCc3ccccc3)cc2)=C([O-])c2ccccc21
  3	-11	-0.5	99	3	99	-0.7	-13	-2
COc1cccc(OCCSc2nnc3sc4ccccc4n23)c1
  -11	9	-1.5	103	10	104	1.3	6	1
COC(C(=O)N/N=C(\C)CC(=O)Nc1ccc(N(C)C)cc1)c1ccccc1 (configuration not stated)
  20	-11	-0.3	97	16	85	0.3	3	-4
COc1ccc(CCC(=O)OCC(=O)Nc2ccccc2)cc1
  35	-4	1.4	100	12	99	0.8	-2	-9
CS(=O)(=O)NC1c2cccc3cccc(c23)C1N1CCOCC1 (configuration not stated)
  53	6	1.7	98	21	110	-0.5	-8	-3
CCN(CC)S(=O)(=O)c1ccc(NS(=O)(=O)c2ccc(C)c(C)c2)cc1
  16	-9	0.2	84	4	85	-0.2	-7	-4
O=C(O)CN(c1ccccc1)S(=O)(=O)c1cc(C(F)(F)F)cc(C(F)(F)F)c1
  12	-9	0.4	110	6	99	0.8	2	2
Cc1noc(N)c1C(=O)Nc1ccc(C(C)(C)C)cc1
  -4	3	-1.3	112	17	109	-1.3	0	-8
COc1ccc(N2C(=O)C(=O)/C(=C(/O)c3ccc(C)cc3)C2c2cccnc2)cc1 (configuration not stated)
  -2	-3	-0.8	95	17	99	1.0	8	0
O=C(CSc1nnc(-c2cccnc2)n1C1CCCCC1)NC1CCCCC1
  1	0	-0.4	97	/	100	0.9	-12	-6
CC(C)Oc1ccc(C(CC(=O)NCc2ccco2)c2ccccc2)cc1 (configuration not stated)
  1	3	-0.6	107	6	103	-1.2	6	-7
CCNc1nc(SCCOc2ccccc2)nc(N(C)C)n1
  -1	6	-0.5	103	2	110	-1.9	-16	-5
Cc1ccc2nc3c(cc2c1)CN(Cc1ccco1)C(=NCC1CCCO1)S3 (configuration not stated)
  31	-9	-1.0	83	32	91	-0.7	-1	-1
Cc1ccc(-c2cc(=O)c3ccc(F)cc3[nH]2)cc1
  43	6	-1.0	102	0	104	-0.7	-20	-5
COc1ccc(-c2[nH]ncc2/C=N\NS(=O)(=O)c2ccccc2)cc1OC
  22	/	-0.1	/	0	/	1.7	-2	4
CCc1ccc(CNC(=O)CCC(=O)N2Cc3cccc(OC)c3Oc3ncccc32)cc1
  17	-8	-2.8	91	13	91	-1.5	23*	-3
CCOC(=O)C(=CNc1ccc(O)c(C(=O)OC)c1)C(=O)OCC
  /	-4	-2.5	102	/	95	-1.1	/	-4
CCOc1ncccc1C(=O)OC(C)C(=O)NC(=O)NC1CCCCC1 (configuration not stated)
  36	2	-1.8	100	16	103	-0.8	-13	-4
Cc1ccc(S(=O)(=O)N2CCCCC2)cc1C(=O)N1CCCC1
  -12	3	-0.7	102	3	106	0.3	-11	-4
COc1cccc(C(N)=O)c1
  /	-2	1.2	93	/	93	-0.1	/	-5
COc1cc(Nc2cc(C)nc3nc(C)nn23)cc(OC)c1OC
  10	5	1.0	101	26	105	-0.4	-8	2

Record cards (already shown):
`COc1cc(Nc2cc(C)nc3nc(C)nn23)cc(OC)c1OC` in the list: PHOSPHO1 block = 10; MEKK2 mut-MEK5 = 5; OXTR agonist = 1.0; MEKK3 PB1 HTS = 101; NALP1 yeast inh = 26; MEKK2wt PB1 HTS = 105; V1R ag counter = -0.4; GPR7 antag = -8; GalR3 antagonist = 2
`CCOC(=O)C(=CNc1ccc(O)c(C(=O)OC)c1)C(=O)OCC` in the list: PHOSPHO1 block = /; MEKK2 mut-MEK5 = -4; OXTR agonist = -2.5; MEKK3 PB1 HTS = 102; NALP1 yeast inh = /; MEKK2wt PB1 HTS = 95; V1R ag counter = -1.1; GPR7 antag = /; GalR3 antagonist = -4

(further entries)
Screens in order: PHOSPHO1 block	MEKK2 mut-MEK5	OXTR agonist	MEKK3 PB1 HTS	NALP1 yeast inh	MEKK2wt PB1 HTS	V1R ag counter	GPR7 antag	GalR3 antagonist
Cc1ccc(S(=O)(=O)N(CC(=O)O)c2ccc(Cl)c(C(F)(F)F)c2)cc1
  44	4	-0.5	100	0	101	0.9	-11	-6
CC(C)NC(=O)N(O)C1N(C(C)C)C(=O)N(Cc2ccc3c(c2)OCO3)C1(C)C (configuration not stated)
  15	-7	-0.8	95	9	93	-0.1	-4	-7
COc1ccc(C(=O)N2CC(c3ccccc3)CC2=O)cc1 (configuration not stated)
  19	-9	-0.9	90	14	88	0.4	17	-4
CCOC(=O)C1CCCN(Cc2nc(N)nc(Nc3ccc(C)cc3)n2)C1 (configuration not stated)
  14	0	1.0	91	-6	97	1.8	-11	-6
CCC(C)c1ccccc1OCC(=O)NN1C(=O)c2ccccc2C1=O (configuration not stated)
  19	3	-2.1	106	16	106	-1.1	-13	-9
CC(=O)n1c2ccccc2c2nc(NC(C)C)sc21
  43	4	-2.1	103	-4	108	-1.3	3	-5
Cc1nn(Cc2c(Cl)cccc2Cl)c(C)c1C(=O)NCc1ccc(C)n1C
  13	4	2.4	107	10	101	0.8	15	0
CCOC(=O)/C(=C\c1ccc(C)cc1)NC(=O)c1ccccc1
  41	0	-1.4	99	0	97	-0.2	-10	0
CC(=O)Nc1ccc(S(=O)(=O)NC2(C(F)(F)F)NC(=O)N(C3CCCCC3)C2=O)cc1 (configuration not stated)
  -5	0	0.0	100	33	103	0.5	-2	-4
CCCCn1c(=O)[nH]c(=O)c2c1nc(-c1ccccc1F)n2Cc1ccccc1
  24	-5	-2.1	85	5	87	-0.8	-7	-4
Cc1cc(C(=O)NCC(c2cccs2)N2CCOCC2)ccc1[N+](=O)[O-] (configuration not stated)
  58	6	-0.5	101	5	105	0.2	-1	-2
CCOC(=O)/C(C#N)=C/Nc1ccccc1OC
  -3	-16	-2.8	2.0*[inhibitor]	13	2.0*[inhibitor]	-2.3	-9	-4
Cn1c(Cc2ccc3c(c2)OCO3)nnc1SCC(=O)N1CCc2ccccc2C1
  16	-5	-0.8	99	6	96	-0.5	-11	-6
S=C(NCc1ccco1)N1CCN(c2cccc(Cl)c2)CC1
  -102	9	1.1	106	-6	103	-0.2	-3	0
